SIRT5 inh: blocks human SIRT5 desuccinylation of peptide; Purified SirT5, succinyl-peptide AMC, trypsin-coupled fluorescence; inhibition, % at 15 µM; 330,000 tested, 1.1% active; AID 652115; Q9NXA8; in the data active = inhibition above about 15%; inconclusive = no clear call, values can overlap the other calls
Target sequence (Q9NXA8 whole entry, looked up): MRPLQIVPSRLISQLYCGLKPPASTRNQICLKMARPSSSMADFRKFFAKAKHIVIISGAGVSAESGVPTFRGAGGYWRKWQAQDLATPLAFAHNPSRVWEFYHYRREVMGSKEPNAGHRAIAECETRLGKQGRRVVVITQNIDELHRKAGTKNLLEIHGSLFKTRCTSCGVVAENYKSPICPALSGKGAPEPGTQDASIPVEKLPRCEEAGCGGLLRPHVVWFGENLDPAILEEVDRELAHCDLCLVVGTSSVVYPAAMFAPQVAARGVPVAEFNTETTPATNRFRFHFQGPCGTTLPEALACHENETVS
ERp5 inh: blocks human ERp5 reductase activity on insulin; 350,000 tested, 0.05% active; Q15084; ERp5 insulin aggregation, absorbance 650 nm, 90 min; inhibition, % at 9.99 µM;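 active = mean replicate inhibition above about 25%, with every replicate also reaching it, limit read from the data, passing the limit was not always enough; inconclusive = only one of those two criteria met; inactive = neither criterion met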
Target sequence (Q15084 whole entry, looked up): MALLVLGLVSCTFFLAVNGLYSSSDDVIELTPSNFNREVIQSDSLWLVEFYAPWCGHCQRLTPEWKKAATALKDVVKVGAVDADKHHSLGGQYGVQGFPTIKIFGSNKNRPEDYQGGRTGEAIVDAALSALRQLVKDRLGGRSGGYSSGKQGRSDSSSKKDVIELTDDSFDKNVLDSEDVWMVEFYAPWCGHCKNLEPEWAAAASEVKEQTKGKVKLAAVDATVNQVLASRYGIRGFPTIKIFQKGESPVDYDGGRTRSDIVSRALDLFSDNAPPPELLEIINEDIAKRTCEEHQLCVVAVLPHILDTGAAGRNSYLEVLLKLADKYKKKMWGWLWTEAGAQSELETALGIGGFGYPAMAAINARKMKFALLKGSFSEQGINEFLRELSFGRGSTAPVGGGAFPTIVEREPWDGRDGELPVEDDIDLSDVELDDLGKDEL
S100A4 inh HTS: S100A4-myosin IIA interaction inhibition; S100A4/TAMRA-MyoIIA peptide fluorescence polarization; inhibition, % at 10.7 µM; 360,000 tested, 0.14% active;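 active = mean inhibition of at least 70% across replicates, with every replicate also reaching that level; inconclusive = mean inhibition reaches 70% but some replicates fall short; inactive = mean inhibition below 70%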
Target sequence (P26447 whole entry, looked up): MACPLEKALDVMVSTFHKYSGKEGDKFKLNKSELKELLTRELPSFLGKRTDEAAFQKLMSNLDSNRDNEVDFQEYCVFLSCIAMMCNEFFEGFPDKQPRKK
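Assay system: human S100A4 monomer with TAMRA-labelled myosin IIA peptide / Buffer or medium: Calcium-containing HEPES buffer, pH 7.2 / Reagent: TAMRA-labelled myosin IIA heavy-chain peptide probe, 5 nM / Compound: one dose per compound / Timing: polarization read 5 min after assay mix addition, stable 5–60 min / Benchmarks: neutral control DMSO, positive control TFP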
PglD DTNB: inhibitors of Campylobacter jejuni PglD acetyltransferase | purified PglD enzyme, DTNB colorimetric CoA detection | inhibition, % at 12.5 µM | 360,000 tested, 0.098% active; in the data active = inhibition above about 16%, passing the limit was not always enough; inconclusive = no clear call, values can overlap the other calls; also: strong numbers were not always called active
E-sel inducer: E-selectin induction on HUVECs | P16581 | activation, % at 7.58 µM | HUVEC E-selectin immunofluorescence imaging; normalized: neutral wells 0, TNF-alpha wells 100 | 260,000 tested, 0.37% active;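 active = mean E-selectin-positive cell signal at least 10% of the positive control, reached in at least 60% of replicates, without over 20% cell loss; inconclusive = no rule given, readout overlaps actives, possibly toxicity-flagged; inactive = the rest, including those meeting only one limit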;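 also: in these data hits start at about 27%; measured in HUVEC primary endothelial cells; signal is the percent of cells scored E-selectin positive by PE staining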
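System: HUVEC, human umbilical vein endothelial cells; quantity: 3,000 cells/well; buffer or medium: EGM-2 medium, gelatin-coated wells; dosing: single-point compound dose; detection: immunofluorescence imaging; evaluation: % PE-positive cells; benchmarks: TNF-alpha, DMSO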
DENV2 CPE: inhibitors of DENV2 cytopathic effect; DENV2-infected cells, cytopathic effect rescue, plate reader; CPE inhibition, % at 9.99 µM; 350,000 tested, 1.7% active; in the data active = CPE inhibition above about 20%, passing the limit was not always enough; inconclusive = no clear call, values can overlap the other calls; tested in BHK-21 cells;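 also: 0% = median of neutral control wells and 100% = median of positive control wells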
Statin myotox sup: protects C2C12 myotubes from simvastatin toxicity | rescue of ATP level, % at 7.49 µM | AID 602340 | ATP luminescence, 48 h; scaled: DMSO 0, geranylgeraniol control 100 | 330,000 tested, 0.78% active;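 active = mean ATP rescue above about 67%, or every replicate alone reaching that limit, limit read from the data, passing the limit was not always enough; inconclusive = no clear call, values can overlap the other calls; inactive = mean under the limit and some replicate under it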;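 also: myotubes were challenged with 10 µM simvastatin during compound exposure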
Active calls of the source: *; ? = inconclusive; nt = not tested or not shown; & = joins results of further samples.

The opening 5 records, ahead of the listing:
entry | compound | SIRT5 inh | ERp5 inh | S100A4 inh HTS | PglD DTNB | E-sel inducer | DENV2 CPE | Statin myotox sup
1 | CC(C)CC#Cc1ccc2c(c1)O[C@@H](CN(C)C(=O)c1cnccn1)[C@H](C)CN([C@@H](C)CO)S2(=O)=O | 2.2 | -8.4 | 6.2 | 0.6 | 0.4 | -3.9 | -2.8
2 | O=c1[nH]c2cc(Br)cnc2nc1/C=C(\O)c1ccc(F)cc1 | -2.3 | -79.4 | -5.2 | -1.7 | nt | -3.3 | -35.4
3 | COc1ccc(S(=O)(=O)N(C)C[C@H]2Oc3c(NC(=O)C4CCCCC4)cccc3C(=O)N([C@@H](C)CO)C[C@H]2C)cc1 | 6.4 | 2.2 | -8.8 | 1.5 | 1.9 | 8.4 | -5.5
4 | CC(N=C1NS(=O)(=O)c2ccccc21)C(=O)Nc1ccc(F)cc1Cl (stereo not given) | -0.6 | 2.4 | 4.4 | 0.3 | nt | -10.7 | 0.8
5 | COc1ccccc1N1CCN(C(=O)C2CCN(C(=O)c3cccc(Cl)c3)CC2)CC1 | -1.2 | -1.2 | -5.3 | 3.1 | nt | -3.0 | 56.8

The whole of this part, repeating the preview:
entry | compound | SIRT5 inh | ERp5 inh | S100A4 inh HTS | PglD DTNB | E-sel inducer | DENV2 CPE | Statin myotox sup
1 | CC(C)CC#Cc1ccc2c(c1)O[C@@H](CN(C)C(=O)c1cnccn1)[C@H](C)CN([C@@H](C)CO)S2(=O)=O | 2.2 | -8.4 | 6.2 | 0.6 | 0.4 | -3.9 | -2.8
2 | O=c1[nH]c2cc(Br)cnc2nc1/C=C(\O)c1ccc(F)cc1 | -2.3 | -79.4 | -5.2 | -1.7 | nt | -3.3 | -35.4
3 | COc1ccc(S(=O)(=O)N(C)C[C@H]2Oc3c(NC(=O)C4CCCCC4)cccc3C(=O)N([C@@H](C)CO)C[C@H]2C)cc1 | 6.4 | 2.2 | -8.8 | 1.5 | 1.9 | 8.4 | -5.5
4 | CC(N=C1NS(=O)(=O)c2ccccc21)C(=O)Nc1ccc(F)cc1Cl (stereo not given) | -0.6 | 2.4 | 4.4 | 0.3 | nt | -10.7 | 0.8
5 | COc1ccccc1N1CCN(C(=O)C2CCN(C(=O)c3cccc(Cl)c3)CC2)CC1 | -1.2 | -1.2 | -5.3 | 3.1 | nt | -3.0 | 56.8
6 | CCOC(=O)C1=C(C)NC(C)=C(C(=O)OC)C1c1cccc(Cl)c1Cl (stereo not given) | -0.5 | 10.4 | 15.0&-2.4 | -1.5 | 2.0 | -1.8 | 17.4
7 | CCCCOc1ccc(C2=NNC(=O)CC2)cc1 | 1.7 | 1.4 | -8.9 | nt | nt | 13.8 | nt
8 | CO[C@@H]1CN(C)C(=O)c2cc(NC(C)=O)ccc2OC[C@H](C)N(C(=O)CN2CCOCC2)C[C@@H]1C | -2.4 | 11.3 | -9.8 | 0.0 | 0.0 | -13.6 | 0.0
9 | O=C(CCN1CCCCC1)N[C@@H]1CC[C@H](CCNS(=O)(=O)c2ccc(Cl)cc2)O[C@@H]1CO | 1.1 | -1.2 | -3.4 | 7.2 | -2.2 | 6.9 | 5.5
10 | Cc1ccc(C)c(N2CCN(C(=O)c3cccn4c(=O)c5sccc5nc34)CC2)c1 | 18.9* | 7.0 | -1.2 | nt | -0.3 | -3.9 | 6.6
11 | CCc1ccc(-c2ccc(SCC(=O)Nc3nnc(C)s3)nn2)cc1 | -2.3 | -13.6 | 8.4 | nt | 0.8 | -7.6 | nt
12 | COc1ccccc1CNS(=O)(=O)c1cc2c3c(c1)C(C)C(=O)N3CCC2 (stereo not given) | -5.8 | -5.0 | -1.7 | 0.2 | nt | 2.5 | 1.8
13 | CC(C)CCN1CC(C(=O)NCCC2=CCCCC2)CC1=O (stereo not given) | -1.5 | 3.1 | 0.2 | -0.1 | nt | -3.1 | -8.4
14 | COc1ccccc1-n1ccnc(SCC(=O)NCc2ccccc2)c1=O | -0.5 | 3.4 | -3.6 | 0.4 | -0.2 | 7.2 | 16.8
15 | COc1ccc(/C=C/c2c([N+](=O)[O-])c(=O)n(C)c(=O)n2C)cc1 | 2.4 | 0.7 | -0.1 | nt | nt | 9.8 | nt
16 | C[C@H](CO)N1C[C@H](C)[C@H](CN(C)Cc2cccnc2)Oc2ncc(C#CCc3ccccc3)cc2C1=O | -4.3 | 1.8 | -6.2 | 4.1 | 0.4 | -7.5 | -8.8
17 | COC(=O)C1=CN(c2ccc(OC)cc2)C=C(C(=O)OC)C1c1cc(OC)c(OC)cc1OC | -8.9 | 3.9 | -4.2 | 7.4 | 0.0 | -11.8 | -1.0
18 | C[C@@H]1CN([C@@H](C)CO)S(=O)(=O)c2ccc(C#CC3CCCCC3)cc2O[C@@H]1CN(C)C | -2.8 | 2.1 | 17.1 | 3.1 | 0.3 | ? | 6.2
19 | CN1CCN(C(=O)C[C@H]2CC[C@H]3[C@@H](COC[C@H](O)CN3Cc3cccc(Cl)c3)O2)CC1 | -1.8 | -6.8 | 4.7 | -2.9 | 0.3 | -5.9 | -3.3
20 | COc1ccc([C@H]2CC(=O)C[C@@H](CCn3cc(-c4ccccn4)nn3)O2)cc1 | -2.7 | -6.1 | 2.6 | nt | -6.5 | -7.5 | nt
21 | Cc1cc(N(C)/N=C/c2ccccc2)nc(-c2ccccc2O)n1 | -4.2 | 6.0 | 0.5 | nt | 6.6 | 1.2 | nt
22 | COc1ccc2c(c1)CCc1cn3nc(C)cc3nc1-2 | 0.2 | -0.8 | 24.9 | 5.6 | 2.0 | 4.2 | -4.4
23 | Cc1cnc(C(=O)Oc2c(C)ccc(C)c2C)cn1 | -1.6 | -3.0 | -7.9 | nt | 4.8 | -1.2 | nt
24 | CN1[C@@H]2Cn3c(ccc(-c4ccc(F)cc4)c3=O)[C@H]1[C@@H](C(=O)NC1CCCC1)[C@@H]2CO | -6.2 | -2.2 | 2.5 | nt | 0.1 | 0.0 | nt

Record cards (already shown). Order of values: SIRT5 inh | ERp5 inh | S100A4 inh HTS | PglD DTNB | E-sel inducer | DENV2 CPE | Statin myotox sup
CC(C)CCN1CC(C(=O)NCCC2=CCCCC2)CC1=O (stereo not given) reads -1.5 | 3.1 | 0.2 | -0.1 | nt | -3.1 | -8.4
COC(=O)C1=CN(c2ccc(OC)cc2)C=C(C(=O)OC)C1c1cc(OC)c(OC)cc1OC reads -8.9 | 3.9 | -4.2 | 7.4 | 0.0 | -11.8 | -1.0

4 compounds from above, limited to E-sel inducer and ERp5 inh.
item	Molecule	E-sel inducer	ERp5 inh
18	C[C@@H]1CN([C@@H](C)CO)S(=O)(=O)c2ccc(C#CC3CCCCC3)cc2O[C@@H]1CN(C)C	0.3	2.1
19	CN1CCN(C(=O)C[C@H]2CC[C@H]3[C@@H](COC[C@H](O)CN3Cc3cccc(Cl)c3)O2)CC1	0.3	-6.8
20	COc1ccc([C@H]2CC(=O)C[C@@H](CCn3cc(-c4ccccn4)nn3)O2)cc1	-6.5	-6.1
21	Cc1cc(N(C)/N=C/c2ccccc2)nc(-c2ccccc2O)n1	6.6	6.0

Other records.
entry | compound | SIRT5 inh | ERp5 inh | S100A4 inh HTS | PglD DTNB | E-sel inducer | DENV2 CPE | Statin myotox sup
25 | CC=Cc1ccc2n(c1=O)C[C@@H]1[C@@H](CO)[C@H](C(=O)NCC(F)(F)F)N(CC)[C@H]21 (mixture of isomers) | 7.8 | -1.7 | 7.3 | 2.5 | 0.1 | -3.4 | -5.4
26 | O=C(N/N=C/c1ccoc1)c1cc(O)cc(O)c1 | 1.9 | 0.0 | -0.4 | -4.2 | 0.4 | 1.1 | nt
27 | O=C1CCN(C(=O)CSc2ccc(Cl)cc2)N1 | -2.0 | 0.6 | -5.6 | nt | nt | 6.9 | nt
28 | Cc1ccc(C(=O)N2CCC(C(N)=O)CC2)cc1C | nt | nt | nt | 6.9 | -1.8 | nt | 0.7
29 | COc1ccccc1C(=O)Nc1ccc2c(c1)C(=O)N(C)C[C@H](OC)[C@H](C)CN[C@H](C)CO2 | -5.3 | -1.5 | -22.2 | -1.8 | -0.1 | 0.1 | 9.9
30 | CC(=O)N1c2ccc(S(=O)(=O)NCC3CCC(C(=O)N4CCCC(C)C4)CC3)cc2CC1C (stereo not given) | 4.4 | 1.9 | -7.7 | -4.3 | nt | -2.4 | -17.3
31 | Cc1nc2ccc(NC(=O)c3ccc([N+](=O)[O-])cc3)cc2[nH]1 | 1.8 | 2.6 | 0.0 | -0.6 | -0.1 | 3.8 | -12.3
32 | Cc1cc(C(=O)Nc2cccc3c2O[C@@H](CN(C)Cc2ccc(Oc4ccccc4)cc2)[C@@H](C)CN([C@H](C)CO)C3=O)n(C)n1 | 3.5 | 1.6 | 2.3 | -0.7 | -9.8 | 16.6 | 17.1
33 | C[C@@H]1CCCCO[C@@H](CN(C)Cc2ccc3c(c2)OCO3)[C@H](C)CN([C@@H](C)CO)C(=O)c2cc(NC(=O)NC3CCCCC3)ccc2O1 | -2.4 | -3.4 | 10.1 | 1.2 | 0.0 | 44.5* | nt
34 | CC(C)(C)c1cc(C(=O)O)n[nH]1 | 1.1 | -2.0 | 1.3 | 4.5 | nt | nt | -8.3
35 | CSc1ccc(CCNC(=O)CN2C(=O)CCSc3ccccc32)cc1 | -1.9 | 4.5 | 0.2 | 7.4 | -0.1 | -2.0 | 14.4

A few values from the entries so far:
E-sel inducer, #26 stands at 0.4
DENV2 CPE, #30 stands at -2.4

Source: PubChem BioAssay (Broad Institute)

Some of the compounds tested. The share of hits here may be higher or lower than overall.
